# Screens from PubChem.
# MC4R barr agon: human MC4R agonism via beta-arrestin; 0.98% of 360,000 active; P32245; U2OS MC4R beta-arrestin complementation, luminescence; percent of melanotan II response, DMSO zero; activation, % at 8.9 µM;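 active means activation above a per-plate cutoff, the mean activation of sample wells on that plate plus 3 SD, cut at about 8% in these data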
# iPSC survival up: hiPSC single-cell survival enhancement. ATPlite luminescence; 100% = ROCK inhibitor wells, 0% = DMSO. survival enhancement, % at 20 µM. 0.044% of 360,000 active; in the data active means survival enhancement above about 18%;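 further: cells exposed to compounds for 16 hours before the ATP read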
# N-glyco inh: N-linked glycosylation inhibition; D54 ERlucT glycosylation luciferase reporter, 24 h; percent of 100 nM tunicamycin response; reporter increase, % at 12.5 µM; 0.23% of 360,000 active; AID 588692;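 active means mean luciferase reporter signal, scaled so untreated is 0 and the glycosylation-blocking control 100, at or above a set limit in every replicate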;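 further: luciferase carries N-glycosylation sites so blocking glycosylation raises the light; 0% = median of neutral control wells and 100% = median of 100 nM tunicamycin wells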
# ABHD5 PLIN5 PPI: blocks binding of human ABHD5 to perilipin-5. 0.78% of 360,000 active. Split G. princeps luciferase complementation, luminescence, 4 h. inhibition, % at 4 µM. AID 602281;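 active means inhibition above the mean inhibition across every tested compound plus 3 SD, cut at about 22% in these data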;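 further: 0% = DMSO only wells and the 100% control is not disclosed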
# Granule exo inh: lytic granule exocytosis inhibition | TALL-104 LAMP-1 surface exposure, flow cytometry; cells stimulated with thapsigargin and PMA | inhibition, % at 10 µM | 0.66% of 360,000 active | AID 651702;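 active means inhibition above about 55%, limit read from the data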
# Cardio protect: myocardial damage modulation in H9c2 cells. H9c2 cardiomyocytes, H2O2 injury protection, ATPLite, 2 h. protection from H2O2 cell death, % at 20 µM. 0.63% of 360,000 active;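 active means compounds giving at least 50% protection of heart cells from peroxide-induced death in the single-dose screen, raw or plate-pattern-corrected value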;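 further: 0% = DMSO wells with peroxide and 100% = DMSO wells without peroxide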
# m5-HT2A agonist: activates the mouse 5-HT2A serotonin receptor; CHO-K1 mHTR2A beta-arrestin complementation, luminescence; percent of 30 µM serotonin response; 0.66% of 360,000 active; activation, % at 7.6 µM; P35363; AID 624169;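 active means activation above a run cutoff, the mean activation of all tested compounds plus 3 SD, cut at about 14% in these data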;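 further: 0% = plate median of compound wells and 100% = 30 µM serotonin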
# MC4R antag cAMP: human MC4R antagonism in cAMP assay. MC4R-expressing cells, MTII-stimulated cAMP, LANCE TR-FRET. inhibition, % at 6.5 µM. 0.48% of 360,000 active. P32245;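 active means inhibition above its plate's cutoff, the mean of tested wells on that plate plus 3 SD, cut at about 29% in these data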;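 further: 0% = Melanotan II alone and 100% = Melanotan II plus saturating MCL0020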
#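 System: U2OS cells stably expressing human melanocortin 4 receptor (MC4R). Reagent: Melanotan II challenge after compound preincubation. Doses: 6.5 µM. Times: 30-min compound, 1-h challenge, 1-h detection, room temperature. Measured by: TR-FRET with Eu-cAMP and labeled anti-cAMP, 671 nm. Replicates: singlicate.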
# aDG glyco up: increases alpha dystroglycan glycosylation; Pro5-aDG cells, alpha-DG glycosylation AlphaScreen (IIH6); 0% Pro5, 100% B10-LARGE cell signal; activation, % at 10 µM; 0.22% of 360,000 active; AID 624168;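 active means activation of at least 8% versus controls, or a plate z-score of at least 8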;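 further: Pro5 are CHO cells carrying HIG-tagged alpha-DG that lacks glycosylation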
# ABCB6 inh MLPCN: human ABCB6 transporter inhibition; Q9NP58; K562-ABCB6 porphyrin accumulation, flow cytometry, 1 h; hits give low values; fluorescence ratio to DMSO, % at 10 µM; 0.19% of 360,000 active; AID 602162;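 active means fluorescence ratio to DMSO below 75%, the collection mean minus 3 SD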;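 further: signal is porphyrin accumulated inside mitochondria; 100% equals median channel fluorescence of DMSO control wells; lower ratio means ABCB6 inhibition with less porphyrin fluorescence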
# Target sequence (Q9NP58 whole entry, looked up): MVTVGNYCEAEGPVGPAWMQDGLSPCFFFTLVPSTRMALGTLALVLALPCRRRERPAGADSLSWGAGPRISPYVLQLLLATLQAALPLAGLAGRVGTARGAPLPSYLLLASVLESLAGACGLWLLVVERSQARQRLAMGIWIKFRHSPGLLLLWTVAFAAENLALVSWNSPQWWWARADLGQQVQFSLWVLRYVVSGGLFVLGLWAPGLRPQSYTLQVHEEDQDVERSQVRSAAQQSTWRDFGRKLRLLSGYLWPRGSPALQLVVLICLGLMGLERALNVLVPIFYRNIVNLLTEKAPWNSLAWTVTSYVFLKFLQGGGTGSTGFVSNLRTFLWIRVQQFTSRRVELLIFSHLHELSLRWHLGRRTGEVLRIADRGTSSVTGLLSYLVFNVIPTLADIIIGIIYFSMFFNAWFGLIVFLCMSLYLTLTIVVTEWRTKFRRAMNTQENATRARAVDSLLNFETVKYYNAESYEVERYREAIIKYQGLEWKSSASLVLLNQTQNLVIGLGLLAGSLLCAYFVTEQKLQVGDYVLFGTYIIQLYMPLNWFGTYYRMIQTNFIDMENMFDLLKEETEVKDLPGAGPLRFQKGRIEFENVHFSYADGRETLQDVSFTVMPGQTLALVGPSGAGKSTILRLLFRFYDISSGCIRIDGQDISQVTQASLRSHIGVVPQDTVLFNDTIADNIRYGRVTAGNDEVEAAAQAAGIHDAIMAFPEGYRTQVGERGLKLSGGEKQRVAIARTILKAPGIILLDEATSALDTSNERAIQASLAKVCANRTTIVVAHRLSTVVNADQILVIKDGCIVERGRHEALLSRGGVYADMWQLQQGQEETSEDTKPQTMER
# * marks the source's active call; other numbers are inactive results; . = no result given.
SMILES,MC4R barr agon,iPSC survival up,N-glyco inh,ABHD5 PLIN5 PPI,Granule exo inh,Cardio protect,m5-HT2A agonist,MC4R antag cAMP,aDG glyco up,ABCB6 inh MLPCN
NC(=O)c1ccc(NC(=O)CS(=O)(=O)c2cn(CC(=O)N3CCCC3)c3ccccc23)cc1,-4.0,-0.5,3,1,10,-5,0,6,0.2,99
C=CCn1c(SCC(=O)c2ccc(Br)cc2)nnc1C(C)NC(=O)Cc1ccc(OC)cc1 (stereo not drawn),9.9*,-0.1,-5,2,5,-2,4,4,0.1,85
CN1CCN(c2ccc([N+](=O)[O-])cc2C(=O)N2CCOCC2)CC1,-0.1,-2.0,4,-1,2,10,3,0,-0.1,104
COC(=O)C1=C(C)N(CC(C)C)C(=O)C1,-0.8,0.0,-3,6,3,2,0,8,-0.1,103
O=C(CCNC(=O)C1CCN(S(=O)(=O)c2ccccc2)CC1)Nc1cccc(C(F)(F)F)c1,-2.9,0.2,0,-4,-4,-5,-1,-3,0.1,79
Cc1ccc2c(COC(=O)C3CC(=O)N(c4ccc5c(c4)OCCO5)C3)cc(=O)oc2c1 (stereo not drawn),0.1,1.5,6,-9,-3,1,-1,16,0.2,98
CCOC(=O)C1CCN(Cc2ccccc2C(F)(F)F)CC1,4.6,4.0,2,4,3,0,2,10,-0.1,103
CCC(C)NC(=O)CSc1nnc(-c2c[nH]c3ccccc23)o1 (stereo not drawn),-1.2,2.3,3,0,-2,-1,1,5,-0.1,97
CCCn1c(SCC(=O)c2ccc3c(c2)OCCO3)nnc1-c1ccco1,-2.1,4.5,1,-5,3,9,-2,10,-0.7,88
COC(=O)COc1cc2ccccc2cc1C(=O)Nc1ccccc1,-0.5,-4.1,0,-4,5,8,8,-1,0.1,102
C#CCNc1nc(CC)nc2c1nnn2Cc1ccccc1F,2.5,-1.9,0,-3,-1,-19,-2,12,-0.1,94
Nc1cccc2cccc([N+](=O)[O-])c12,-0.7,3.4,0,1,-1,-4,0,-3,0.0,91
C=CCNC(=O)c1cnc(-c2ccccc2)nc1-c1ccccc1,0.1,-0.2,-1,-1,-6,2,7,-7,-0.1,102
CCOC(=O)c1ccc(NC(=O)C2(c3ccc(OC)cc3)CCOCC2)cc1,-0.7,0.3,-1,0,2,0,0,0,-0.1,92
C=CCn1c(SCC(=O)Nc2ccc3c(c2)OCCO3)nc2cc(C(=O)O)ccc2c1=O,0.1,0.2,-2,-3,-3,5,-5,-9,0.0,95
CC(C)[C@H](NC(=O)NCCc1ccc(Cl)cc1)C(=O)O,-2.5,-0.2,1,-5,1,4,2,1,-0.2,95
COc1ccc(NC(=O)CNC(=O)c2ccco2)cc1,1.2,-0.5,1,2,-3,4,0,5,0.2,99
Cc1ccc(/C=C2/SC(=O)NC2=S)o1,-4.9,-0.6,1,-18,-3,3,-2,10,-0.2,107
Cc1cccc(C)c1NC(=O)CNC(=O)c1ccc2ccccc2n1,0.3,0.4,0,-4,-6,6,5,3,-0.1,97
O=C(NC1CCCC1)C(C1CC1)n1c(C2CC2)nc2ccccc21 (stereo not drawn),.,.,.,2,-3,.,1,.,-0.1,.
O=S(=O)(c1ccc(Cl)cc1)N1CCN(C2CCN(Cc3ccccc3)CC2)CC1,-2.0,-2.2,0,4,13,2,-3,3,-0.2,92
Cc1ccc(S(C)(=O)=O)cc1C(=O)NC(C)C1CC2CCC1C2 (stereo not drawn),0.6,-0.5,0,5,-6,0,1,7,0.0,98
Cn1c(N)c(C(=O)COC(=O)c2ccc(C(F)(F)F)cc2)c(=O)n(C)c1=O,2.3,3.1,0,-1,15,0,2,10,0.3,100
O=C(/C=C/c1ccc(F)cc1)Nc1ccc2[nH]c(=O)[nH]c2c1,2.4,0.3,-1,0,0,3,-4,24,-0.1,101
CN(C)CCCNC(=O)c1ccc(Oc2ccccc2)cc1,-3.3,3.2,-1,3,0,5,-3,-8,-0.1,106
Cc1nonc1CC(=O)N1CCCC(C(=O)c2cccc(C(F)(F)F)c2)C1 (stereo not drawn),2.0,-0.3,-1,0,-12,0,6,-7,-0.1,99
COC(=O)c1cc(OC)c(OC)cc1NC(=S)N1CCC(C(N)=O)CC1,-0.3,-0.4,1,1,-3,4,9,-4,-0.2,98
O=C(COC(=O)c1cncc(Br)c1)Nc1ccc(N2CCCCC2)cc1,-3.6,-0.1,-1,-2,2,-3,7,3,0.0,81
COCCn1c(SCC(=O)NC(C)c2ccc(F)cc2)nc2ccccc21 (stereo not drawn),0.2,0.6,2,4,-16,1,-6,3,0.0,96
Brc1ccc(-c2cn3cccnc3n2)cc1,-2.1,-3.3,0,-5,4,-11,-5,1,-0.1,94
Nc1cccc(-c2nc3cc(S(=O)(=O)c4ccc5oc(-c6cccc(N)c6)nc5c4)ccc3o2)c1,14*,1.4,5,2,0,4,4,-2,-0.4,100
CCC1CCCCN1CCCNC(=O)CCCNC(=O)Cn1cnc2sc3c(c2c1=O)CCCC3 (stereo not drawn),3.0,-0.7,-2,-1,0,-1,2,8,0.1,106
COc1ccc(NC(=S)NC(C)C(c2ccccc2)N2CCOCC2)cc1 (stereo not drawn),1.3,-1.1,0,7,-4,-3,-7,-3,0.5,101
COc1ccc(CN(Cc2cccn2C)S(=O)(=O)c2cccc(C(F)(F)F)c2)cc1,-0.6,1.4,-7,-1,8,-6,7,3,0.0,92
CC(OC(=O)c1cc(S(=O)(=O)N2CCOCC2)ccc1F)C(=O)NC1CCCC1 (stereo not drawn),-0.7,-0.4,1,4,2,-2,9,6,0.1,103
COC(=O)c1c(C)[nH]c(C(=O)CC#N)c1C,-2.3,1.4,0,-5,3,-1,-1,-5,0.0,105
Cc1ccc(NC(=O)CSc2nnc(CCNC(=O)OC(C)(C)C)o2)c(C)c1,-1.7,6.1,2,-6,3,1,2,8,0.1,95
O=C(N/N=C/c1ccco1)C(O)c1ccccc1 (stereo not drawn),-1.1,0.1,-2,-8,4,1,-3,4,-0.1,99
COC(=O)[C@H](CCSC)NC(=O)Cn1cnc2c(SC)nc(N)nc21,-2.3,-0.3,3,-5,-2,13,1,5,-0.1,98
O=C(N/N=C/c1c(Cl)cccc1Cl)c1ccc(-n2cnnn2)cc1,-0.5,0.8,-1,2,2,-2,-1,5,0.0,95
COc1ccc(C(=O)c2sc(Nc3ccccc3)nc2N)cc1OC,-1.3,0.5,33*,-7,11,10,-5,-15,0.2,98
COC(=O)c1cc(S(=O)(=O)NCC2CCN(CCc3ccc(OC)cc3)CC2)cn1C,-1.3,-0.4,0,-4,0,-1,-5,5,-0.5,109
CC(C)c1ccc(C(O)P(=O)(OCc2ccccc2)c2ccc(N(C)C)cc2)cc1 (stereo not drawn),0.9,-0.2,-1,-5,24,-4,-4,10,0.1,95
CC(C)(C)[C@@H]1CCC(=O)N(CC[C@H](Sc2ccc(Br)cc2)c2ccccc2)CC1,-0.1,7.1,-7,-5,65*,-6,-2,6,0.4,96
COC(=O)CNC(=O)CSc1nnc2cc(C)c3ccccc3n12,-0.8,1.9,2,1,0,14,-1,0,-0.1,95
COC(=O)c1ccc(CN2CCCC(C(=O)Nc3ccc(-c4ccn[nH]4)cc3)C2)cc1 (stereo not drawn),1.0,-0.4,1,2,-1,8,-6,8,-0.1,93
COc1ccc(Nc2nc(C)cc(C)c2C(N)=O)cc1OC,-2.5,-0.4,0,-13,7,2,1,9,0.0,98
CCOC(=O)N1CCN(C(=O)NC23CC4CC(CC(C4)C2)C3)CC1,-1.8,-0.1,-2,0,-3,13,-2,5,0.1,102
COc1ccc(C(=O)C2CCCN(Cc3cnc(N4CCCC4)s3)C2)cc1OC (stereo not drawn),-1.5,5.0,0,1,4,-3,0,4,0.3,96
C[C@@H](c1ccccc1)N1C[C@@H](COCc2ccccc2)Oc2cc(N3CCC[C@H]3CO)ccc2S1(=O)=O,.,-0.4,.,10,-5,.,-1,.,-0.1,88
O=C(COC(=O)CSc1cc(Cl)ccc1Cl)NCc1ccc2c(c1)OCO2,-0.6,0.2,0,-2,0,-3,-4,5,-0.2,100
CCc1nnc(NC(=O)c2cc3c(s2)CCCCC3)s1,-2.9,-3.4,0,4,-2,-6,3,-2,-0.2,96
CCCc1noc(-c2ccc(-c3ccccc3)cc2)n1,0.3,-1.5,-9,4,-1,-4,-1,1,-0.2,101
CC(C)c1nc(SCC(=O)Nc2ccc([N+](=O)[O-])cc2Br)n[nH]1,-1.3,-0.7,-3,5,-1,-10,2,0,-0.2,85
O=C(COc1ccccc1)NCc1ccco1,-0.2,5.8,0,4,-2,2,0,7,-0.4,102
CCc1nnc(NC(=O)CCC(=O)NC2CCCC2)s1,-2.6,-0.3,2,-3,-4,13,0,1,0.0,97
O=C(Sc1ccc(Cl)cc1)c1cccc(Cn2cc(C(F)(F)F)ccc2=O)c1,0.8,0.3,1,0,7,-10,0,22,-0.3,103
CCn1c(COc2ccc(=O)n(-c3ccccc3)n2)nnc1SCc1ccccc1C,2.1,-0.7,-1,-7,0,1,4,14,0.4,101
Cc1ccc(NS(=O)(=O)c2cc(C(=O)NCCSc3ccc(C)cc3)ccc2C)cc1,-2.1,1.7,-5,-2,35,-13,-3,24,0.3,95
CC(C)[C@H](NC(=O)NCc1ccco1)C(=O)O,-1.9,-1.8,5,3,-1,9,4,10,2.6,100

# Structures shown so far containing a thiophene ring, fused or not, in the order listed:
SMILES,MC4R barr agon,iPSC survival up,N-glyco inh,ABHD5 PLIN5 PPI,Granule exo inh,Cardio protect,m5-HT2A agonist,MC4R antag cAMP,aDG glyco up,ABCB6 inh MLPCN
CCC1CCCCN1CCCNC(=O)CCCNC(=O)Cn1cnc2sc3c(c2c1=O)CCCC3 (stereo not drawn),3.0,-0.7,-2,-1,0,-1,2,8,0.1,106
CCc1nnc(NC(=O)c2cc3c(s2)CCCCC3)s1,-2.9,-3.4,0,4,-2,-6,3,-2,-0.2,96

# (more compounds)
SMILES,MC4R barr agon,iPSC survival up,N-glyco inh,ABHD5 PLIN5 PPI,Granule exo inh,Cardio protect,m5-HT2A agonist,MC4R antag cAMP,aDG glyco up,ABCB6 inh MLPCN
COc1ccc(CNS(=O)(=O)c2ccc3c(c2)N(C)CCO3)cc1,-2.1,-0.6,-4,5,1,-3,-2,8,0.2,97
CCC[C@@H](CN1CCC[C@H]1CN1C(N)=NC[C@H]1CC(C)C)N1C[C@@H]([C@H](C)CC)N(CCc2ccc(Cl)c(Cl)c2)C1=N,0.5,2.1,2,20,4,7,0,24,0.1,106
Cc1ccc(OCC(=O)N/N=C/c2cccnc2)cc1C,-0.7,0.2,1,3,6,-2,5,6,0.0,100
O=S(=O)(Nc1ccccc1N1CCCCC1)c1ccc(Cl)s1,3.7,-0.6,-5,-6,-1,-14,1,17,0.5,87
O=c1[nH]cc(S(=O)(=O)N2CCN(c3cccc(Cl)c3)CC2)c(=O)[nH]1,-3.2,-0.3,2,3,2,0,-5,-6,-0.1,103
CCC(=O)Nc1nc2ccccc2n1Cc1ccc(Cl)cc1,-2.3,-1.0,9,3,0,26,-5,4,1.7,105
COc1ccc2[nH]c(C(=O)N3CCN(Cc4ccccc4)CC3)cc2c1OC,-1.5,-0.6,45*,1,1,-5,-1,2,0.0,97
